Compound activity: PubChem, several laboratories
Ins promoter up = insulin promoter activators in MIN6 cells, imaging, high-content screening, mouse beta cells; AID 1625, 2009; 190,000 compounds, 0.3% hits; MIN6 insulin promoter-GFP reporter; active compounds read high; z-score at 5 µM;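 active means z-score above 3 at 5 µM with at least 500 cells counted in the well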
bCat nuc transl = modulators of beta-catenin nuclear translocation, primary screen, imaging, HeLa cells, immunofluorescence, high-content; nuclear translocation activity, % at 5 µM; 190,000 compounds, 0.3% hits;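 active means nuclear translocation activity above 50% at 5 µM, with a well cell count of 50 or more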;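 further: per-cell ratio of nuclear to cytoplasmic median beta-catenin stain intensity; plate controls were DMSO negative control for no effect and GSK-3 inhibitor IX positive control for full effect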
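Technique: fluorescence imaging of beta-catenin antibody stain plus DAPI / Material: human HeLa cell line / Incubation: compound treatment 24 h, 37°C, 5% CO2 / Read-out basis: % activation of per-cell nuclear versus cytoplasmic median beta-catenin signal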
PMI inhibitors = inhibitors of human PMI, primary screen, biochemical, fluorescence intensity, coupled assay (AID 1209); purified PMI enzyme, coupled fluorescence intensity; higher % means a stronger effect; 190,000 compounds, 0.42% hits; Mannose-6-phosphate isomerase (Homo sapiens); one-dose inhibition, % at 20 µM; IC50 in µM for titrated hits;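 further: plate controls were DMSO vehicle for no effect and wells lacking substrate for full effect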
T cell modulator = modulators of CD8 T cell-vesicle binding, primary screen, mouse 2C CD8+ T cells, flow cytometry; 330,000 compounds, 0.068% hits; calls only at 7 µM; 2C CD8+ T cell-vesicle binding; active compounds read low;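 active means response, share of CD8 T cells binding vesicles, and their 90th percentile fluorescence all below set limits, cut at about 80% in these data, passing the limit was not always enough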
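material = purified 2C TCR transgenic mouse naive CD8+ T cells | controls = Unloaded micro-vesicles (low), QL9 vesicles with 0.7% DMSO (high) | detection = cytometric PE anti-B7-1 and Alexa647 anti-CD8 signals after 1% paraformaldehyde fixation | incubation = binding step 1.5 h, 37 °C, antibody labelling 20 min, ice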
Hep lipid drop = inhibitors of hepatocyte lipid droplet formation, primary screen, imaging, high-throughput imaging, BODIPY stain. AID 1656, 2009. 240,000 compounds, 0.4% hits. inhibition, % at 6.5 µM. AML12 mouse hepatocytes, oleate lipid droplets;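 active means lipid droplet intensity inhibited by at least 50%, with more than 500 cells counted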
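Material – AML12 mouse liver cells · Also added – oleate loading, 100 µM · Compound dosing – 6.5 µM single-point dosing · Times – overnight treatment with compound plus oleate · Measured by – fluorescence imaging, 20x objective, two fields per well · Read-out – percent inhibition of filter-corrected integrated lipid droplet intensity per well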
Autophagy mod = autophagy modulators in MEF cells, primary screen, imaging, high-content, MEF GFP-LC3; AID 463193, 2010; 190,000 compounds, 0.98% hits; calls only at 10 µM (by protocol); MEF GFP-LC3 puncta imaging; test concentration mostly 10 µM;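 active means percentage of spot-positive cells more than 3 SD above its plate mean, without a fluorescence outlier flag or 80% toxicity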;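 further: spot-positive cell cutoff set from DMSO-treated cells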
TNAP activation fold = human TNAP enzyme activators, primary screen, biochemical, luminescent, no phosphate acceptor, uHTS (AID 1001) | 200,000 compounds, 0.03% hits | activation fold at 20 µM, or EC50 in µM where a hit was titrated | Alkaline phosphatase, tissue-nonspecific isozyme (Homo sapiens) | purified TNAP, luminescent activation assay, no phosphate acceptor; higher activation fold means a stronger effect; in the data active means activation fold from about 3, or a potency from the dose series; inactive means the rest, 99 in 100 with activation fold below about 1.6; further: many of its hits are not listed in these tables
MT stabilize HCS = microtubule stabilizers in HeLa cells, primary screen, imaging, high-content imaging; % tubulin-high responders, % at 10 µM; AID 2205, 2009; 200,000 compounds, 0.83% hits; HeLa tubulin immunostaining HCS, 24 h; share of cells brighter than vehicle mean+2SD;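 active means plate Z-score above 3 for both tubulin-high and condensed-nucleus cell shares, with cell loss under 80%, at 10 µM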;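 further: anti alpha tubulin signal scored within the nucleus-defined area of each cell; some results filed as inactive read as strong as hits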
human PMI inhibitors = human PMI inhibitors, high substrate, primary screen, biochemical, fluorescence intensity, high mannose 6-phosphate (AID 1220). Mannose-6-phosphate isomerase (Homo sapiens). recombinant PMI enzyme, coupled fluorescence intensity; higher % means a stronger effect. inhibition, % at 20 µM, or IC50 in µM where a hit was titrated. 190,000 compounds, 0.66% hits
Ins promoter up cell count = also measured in Ins promoter up; calls as there; cell count; measured here: cytotoxicity, nuclei count;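 total cells summed across four imaged fields per well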
Hep lipid drop cells 6.5 µM = second read-out of Hep lipid drop, no call of its own (marks repeat the call); cell count; measured here: cell count, cytotoxicity flag;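 cells counted across two imaged fields per well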
bCat nuc transl cell count 5 µM = recorded beside bCat nuc transl, whose call it bears; cell count; measured here: cell count, cytotoxicity flag
T cell modulator vesicle-bound % = second read-out of T cell modulator, no call of its own (marks repeat the call); double positive events, %; measured here: CD8+ vesicle-bound cell fraction;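 binding gate set so that unloaded-vesicle control wells show 10% double positive cells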
MT stabilize HCS Hoechst-high % = also measured in MT stabilize HCS; calls as there; % Hoechst-high responders; measured here: nuclear condensation Hoechst responders;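 share of cells brighter than vehicle mean plus two SD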
MT stabilize HCS cytotoxicity % = recorded beside MT stabilize HCS, whose call it bears; toxicity, %; measured here: cytotoxicity by cell density;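 0% = mean cell density of plate MIN control wells and 100% = no cells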
Autophagy mod cell loss 18 h = second read-out of Autophagy mod, no call of its own (marks repeat the call); toxicity, %; measured here: cell loss, nuclei count;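 cell loss after 18 h compound exposure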
* hit, by the source's call; i = inactive; / = no result given. Unless noted, no stated cut-off is given here; in the data, active means inhibition above about 50%; inactive means the rest.

SMILES	Ins promoter up	Ins promoter up cell count	bCat nuc transl	bCat nuc transl cell count 5 µM	PMI inhibitors	T cell modulator	T cell modulator vesicle-bound %	Hep lipid drop	Hep lipid drop cells 6.5 µM	Autophagy mod	Autophagy mod cell loss 18 h	TNAP activation fold	MT stabilize HCS	MT stabilize HCS Hoechst-high %	MT stabilize HCS cytotoxicity %	human PMI inhibitors
CCn1c(SCCOc2ccc(OC)cc2)nnc1C(CO)NC(=O)c1ccc(OC)cc1 (stereo not given)	/	/	-2.2	1081	4%	i	44	2	650	i	16	1	3.5	2.0	5.9	1%
CN(Cc1nc(-c2cccs2)no1)CC(O)c1ccccc1 (stereo not given)	-0.15	1428	-0.2	1039	3%	i	55	-13	679	i	-22	1.1	3.2	1.8	9.9	-1%
O=C1c2ccccc2C(=O)N1CCCCn1c(=O)oc2ccccc21	0.58	878	-0.7	1157	1%	i	35	/	/	i	-7	1.1	1.8	1.3	8.6	0%
COc1cccc(CC(C(=O)Nc2cc(C)ccc2C)c2nn[nH]n2)c1OC (stereo not given)	/	/	/	/	-15%	i	32	/	/	i	-4	1	1.8	0.9	0.3	-6%
CCCCNC(=O)OC1CCS(=O)(=O)C1 (stereo not given)	-0.79	1472	-5.5	1000	2%	i	45	/	/	i	-15	1.2	2.9	2.4	2.4	2%
CCN(CC)S(=O)(=O)c1cc(C(=O)OCC(=O)Nc2cccc(S(=O)(=O)N(C)C)c2)ccc1F	/	/	-0.8	1105	4%	i	24	6	713	i	21	1.1	1.7	1.9	6.8	6%
COc1ccc2c(c1)nc(NCCO)n2C	0.86	1334	/	/	21%	i	26	/	/	i	1	1.1	3.7	2.3	5.8	28%
Cn1cc(SCC(=O)N2CCN(c3ccccc3)CC2)c2ccccc21	-0.08	1100	/	/	3%	i	36	/	/	i	4	1.2	5.4	2.3	8.1	15%
COc1ccc(-n2nc([N+](=O)[O-])c(=NCCc3ccc(C)cc3)n2O)cc1	-0.59	1292	0.1	1084	-5%	i	60	-2	704	i	0	1.1	2.3	1.6	3.3	-4%
O=C(/C=C\c1cn(-c2ccccc2)nc1-c1cccs1)N1CCOCC1	-0.21	1268	-0.6	1002	-1%	i	5	16	610	i	-11	1.1	2.7	2.5	4.8	-5%
CC(C)(C)c1ccc(OCCCC(=O)NC2=NCCS2)cc1	0.28	882	-1.0	1090	1%	i	46	2	800	i	-3	1.1	1.8	1.0	6.2	-2%
COc1cccc(NC(=O)COC(=O)c2ccc(S(=O)(=O)NCc3ccco3)cc2)c1	-0.69	1046	-1.8	1172	3%	i	23	-5	750	i	0	1.1	2.1	1.3	8.1	-2%
Cc1nn(C(C)C(=O)NCc2ccco2)c(C)c1[N+](=O)[O-] (stereo not given)	0.25	1593	-6.2	1102	3%	i	34	20	631	i	6	1.1	2.7	1.5	8.0	1%
O=S(=O)(c1ccccc1)N(CC1CO1)c1cccc2ccccc12 (stereo not given)	/	/	6.5	908	14%	i	63	-34	727	i	34	1	2.5	1.8	1.1	16%
CCN(CC)S(=O)(=O)c1ccc(C)c(NC(=O)/C=C/c2cccs2)c1	-0.38	1198	-1.3	975	0%	i	27	-1	645	i	-8	1.1	4.0	3.5	4.1	5%
CCc1nn(C(C)C(=O)Nc2cccc(C)c2C)c(=O)c2cc3occc3n12 (stereo not given)	0.37	1245	0.6	1158	12%	i	13	-17	789	i	-8	1.1	6.9	4.8	1.8	7%
O=C1c2ccccc2S(=O)(=O)N1CC(O)COc1ccc(Cl)cc1 (stereo not given)	0.83	1219	0.1	1189	-1%	i	25	/	/	i	2	1.1	3.9	2.4	15	1%
Cc1csc(NC(=O)CSc2nnc(-c3ccncc3)n2C)n1	/	/	-3.4	965	-7%	i	12	/	/	i	-2	1.1	6.0	3.7	13	-4%
O=C(c1cc(-c2ccncc2)nc2ccc(Br)cc12)N1CCN(c2ccccn2)CC1	-0.86	1273	0.7	1250	6%	i	49	-10	752	i	-3	1	2.6	1.7	6.4	-2%
COC(=O)COc1ccc(S(=O)(=O)Nc2ccc(C(N)=O)cc2)cc1	0.66	1239	-1.4	1048	5%	i	62	15	741	i	-12	1.1	3.7	2.9	3.2	3%
COc1ccccc1N1CCN(C(=O)c2ccc(S(=O)(=O)N3CCCCCC3)cc2)CC1	/	/	/	/	16%	i	18	11	712	i	4	1.1	3.1	1.3	7.1	13%
CC(C)Cc1nnc(NC(=O)CCC(=O)N2CCN(c3ccccn3)CC2)s1	0.77	937	/	/	-6%	i	35	/	/	i	-7	1	1.8	1.6	3.7	1%
O=C1c2cc(S(=O)(=O)NCCO)ccc2-c2ccc(S(=O)(=O)NCCO)cc21	1.4	1089	-0.4	1070	-4%	i	69	-24	702	i	-4	1.1	5.0	1.1	9.0	-2%
COc1ccc(CSc2nnc(C)s2)cc1F	0.7	1351	-1.1	897	-2%	i	63	6	749	i	-9	1.2	3.3	1.3	7.3	2%
CC1CCN(CCC(=O)N/N=C/c2ccc([N+](=O)[O-])cc2)CC1	/	/	-0.8	1127	-8%	i	51	8	759	i	-41	1	0.8	2.2	0.5	0%
CCOc1ccccc1C1C(C#N)=C(N)Nc2onc(-c3ccccc3)c21 (stereo not given)	-0.65	1484	-0.8	943	11%	i	9	/	/	i	-3	0.9	7.5	2.2	2.0	12%
Cc1ccc(OCCNC(=O)C2CCCCC2)cc1	0.47	1581	7.3	893	-2%	i	50	-2	703	i	-6	1	4.3	3.5	6.4	-4%
Cc1ccccc1NC(=O)c1cccc(N2C(=O)C3C4CCC(C4)C3C2=O)c1 (stereo not given)	0.06	923	-0.5	1119	4%	i	51	1	781	i	3	1.1	2.2	2.1	6.0	3%
CC1CCCC(C)N1/N=C/c1ccccc1C(=O)O (stereo not given)	2	1239	-4.6	1077	-12%	i	56	-13	669	i	-2	1.1	2.6	2.8	6.1	-1%
O=C(Nn1c(C2CCCCC2)nc2ccccc2c1=O)c1ccc([N+](=O)[O-])cc1	0.27	1212	-0.7	957	12%	i	64	1	677	i	19	1	3.4	2.1	0.8	18%
Cc1c(N(CC(=O)O)S(=O)(=O)c2ccccc2)c(=O)n(-c2ccccc2)n1C	0.72	1361	-0.2	1548	-8%	i	22	3	706	i	-21	1.1	2.5	2.8	9.2	0%
CCOC(=O)/C(C#N)=C1/C=CN(c2ccc(C)cc2)C=N1	0.24	818	/	/	12%	i	20	0	795	i	7	1.1	2.4	2.3	6.5	4%
Cc1cnc([N+](=O)[O-])n1CCOC(=O)NC(=O)c1ccc(F)cc1	-0.64	1156	0.7	1057	-12%	i	58	-4	718	i	-13	1	2.8	3.3	5.0	-9%
Cc1cc(C)n2nc(SCC(=O)N/N=C/c3ccccc3F)nc2n1	0.45	1562	-1.4	1385	-5%	i	29	/	/	i	-27	1.1	2.4	2.4	12	1%
CCCC1=NN(C(=O)C(=O)Nc2ccc(Br)cc2)C(O)(C(F)(F)F)C1 (stereo not given)	/	/	1.9	494	-5%	i	9	-12	733	i	-3	1.1	2.4	1.5	17	-2%
CCCN(CC1CC1)S(=O)(=O)c1ccc(-n2cnnn2)c(OC)c1	/	/	-5.5	1082	-11%	i	5	10	789	i	2	0.9	1.1	1.1	5.4	-16%
CC[C@H](C)[C@@H]1NC(=O)c2cc([N+](=O)[O-])cc(F)c2NCCCC[C@@H](C(N)=O)NC(=O)[C@H](CC(N)=O)NC1=O	-0.18	1100	-0.4	552	-2%	i	19	0	763	i	-1	1.1	4.5	1.7	11	-3%
CCNC(=O)COC(=O)CCNC(=O)c1cccc(C)c1	0.4	1157	-0.4	1135	-35%	i	27	-2	713	i	6	1.1	5.4	2.8	11	-17%
Cc1onc(-c2c(F)cccc2Cl)c1C(=O)NC1CCSC1=O (stereo not given)	/	/	-13	1083	-11%	i	43	18	815	i	-7	1.1	1.8	1.7	8.9	-11%
Cc1nn(C)c(C)c1CNC(=O)Nc1ccc(Cl)cc1	-0.1	1246	0.2	1072	2%	i	26	-11	654	i	-6	1.2	/	/	/	1%
N#CC(c1ccccc1O)N1N=C(c2ccccc2)CC1c1ccccc1 (stereo not given)	-0.3	1073	0.5	1318	/	i	17	-7	713	/	/	/	/	/	/	/

Some of these compounds in order of molecular weight, lowest first.
SMILES	Ins promoter up	Ins promoter up cell count	bCat nuc transl	bCat nuc transl cell count 5 µM	PMI inhibitors	T cell modulator	T cell modulator vesicle-bound %	Hep lipid drop	Hep lipid drop cells 6.5 µM	Autophagy mod	Autophagy mod cell loss 18 h	TNAP activation fold	MT stabilize HCS	MT stabilize HCS Hoechst-high %	MT stabilize HCS cytotoxicity %	human PMI inhibitors
Cc1cnc([N+](=O)[O-])n1CCOC(=O)NC(=O)c1ccc(F)cc1	-0.64	1156	0.7	1057	-12%	i	58	-4	718	i	-13	1	2.8	3.3	5.0	-9%
CCCN(CC1CC1)S(=O)(=O)c1ccc(-n2cnnn2)c(OC)c1	/	/	-5.5	1082	-11%	i	5	10	789	i	2	0.9	1.1	1.1	5.4	-16%
Cc1c(N(CC(=O)O)S(=O)(=O)c2ccccc2)c(=O)n(-c2ccccc2)n1C	0.72	1361	-0.2	1548	-8%	i	22	3	706	i	-21	1.1	2.5	2.8	9.2	0%
